Pf gamet viab: inhibitors of late stage P. falciparum gametocyte viability. P. falciparum stage V gametocytes, ATP luminescence, 24 h. inhibition, % at 10.9 µM. 150,000 tested, 0.065% active. AID 743093;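 active = inhibition above the mean plus 3 SD of compounds within the control limits, set per campaign, cut at about 38% in these data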;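 also: 0% = DMSO wells and 100% = medium only without gametocytes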
Mcl1 Bid PPI: Mcl-1/Bid interaction inhibition; inhibition, % at 21.7 µM; Q07820; 220,000 tested, 0.97% active; TR-FRET Mcl-1/Bid-Dy647 peptide binding, 1536-well;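 active = compounds that cut the binding signal by more than half at the single screening dose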;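 also: His-tagged Mcl-1 with europium anti-His antibody binding Bid BH3 peptide; 0% = Mcl-1 plus peptide wells and 100% = peptide-only wells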
RGS7-Gao: human RGS7-Galphao interaction regulation. P09471. Multiplexed bead flow cytometry, RGS7-Galphao binding; actives lie on both sides. binding response (% of control), % at 10 µM. 220,000 tested, 0.35% active; in the data active = binding response below about 49% or above about 150%; inconclusive = no clear call, values can overlap the other calls; inactive = in between;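 also: fluorescent Galphao held in activated GDP-AlF4 state binding bead-coupled RGS7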
Bim-Mcl-1: human Bim-Mcl-1 interaction inhibition | inhibition, % at 10 µM | 190,000 tested, 0.1% active | Q07820 | Bead-based flow cytometry, Bim peptide-Mcl-1 binding; in the data active = inhibition above about 40%;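 also: 0% = no compound tracer wells and 100% = peptide blocker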
RGS8-Gao: modulates binding of RGS8 to human Galphao; P09471; multiplexed bead flow cytometry; actives lie on both sides; response (percent of control binding), % at 10 µM; 220,000 tested, 0.34% active; in the data active = response below about 60% or above about 140%; inactive = in between;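 also: Galphao activated as the GDP aluminium fluoride complex binding bead-coupled RGS8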
Mcl1 Noxa PPI: Mcl-1/Noxa interaction inhibition; inhibition, % at 21.7 µM; 220,000 tested, 1.5% active; TR-FRET Mcl-1/Noxa peptide binding, 2 h; Q07820;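 active = compounds that cut the protein-peptide binding signal by more than 50% relative to plate controls in a single-dose test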;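 also: His-tagged Mcl-1 with rhodamine Noxa BH3 peptide and terbium anti-His antibody; 0% = Mcl-1 plus Noxa peptide wells and 100% = peptide-only wells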
ABCG2 inh: blocks JC-1 efflux by human ABCG2 transporter; Q9UNQ0; IgMXP3 cells, flow cytometry; inhibition, % at 6.6 µM; 190,000 tested, 0.1% active; AID 1325;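 active = inhibition above 80%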;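 also: 0% = DMSO and 100% = nicardipine control wells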
Target sequence (Q9UNQ0 whole entry, looked up): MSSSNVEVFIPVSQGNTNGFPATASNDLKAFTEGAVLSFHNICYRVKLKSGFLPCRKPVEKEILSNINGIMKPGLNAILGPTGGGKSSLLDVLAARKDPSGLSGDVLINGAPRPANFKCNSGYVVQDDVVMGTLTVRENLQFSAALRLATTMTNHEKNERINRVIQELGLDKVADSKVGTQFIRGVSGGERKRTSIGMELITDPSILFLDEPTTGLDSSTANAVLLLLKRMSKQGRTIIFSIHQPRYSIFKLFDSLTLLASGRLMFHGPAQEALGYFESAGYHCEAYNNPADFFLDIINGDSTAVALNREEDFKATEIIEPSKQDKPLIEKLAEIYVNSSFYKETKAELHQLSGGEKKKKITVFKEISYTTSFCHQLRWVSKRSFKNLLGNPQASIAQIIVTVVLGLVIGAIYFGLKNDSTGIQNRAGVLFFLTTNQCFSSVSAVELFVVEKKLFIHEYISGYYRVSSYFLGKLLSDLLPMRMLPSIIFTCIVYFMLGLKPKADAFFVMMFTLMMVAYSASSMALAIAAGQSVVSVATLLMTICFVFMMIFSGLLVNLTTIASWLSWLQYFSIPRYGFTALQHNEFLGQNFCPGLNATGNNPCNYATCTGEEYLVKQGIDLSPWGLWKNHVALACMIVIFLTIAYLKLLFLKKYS
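Assay system – ABCG2 IgMXP3 and barcoded ABCB1 CCRF-Adr cell mix · Input – 3 million cells/mL in well · Reagent – JC-1 fluorescent substrate · Compound – single test compound dose, 6.6 µM final · Timing – 10 min exposure at 25 °C with rotation, no wash · Detection – flow cytometry of retained JC-1 fluorescence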
GSH bead fluor: compound fluoresces at 488/530 nm on GSH beads. GSH beads flow cytometry, compound fluorescence 488/530 nm; hits give high values. fluorescence (KMESF) at 10 µM. 190,000 tested, 0.25% active. AID 1776; in the data active = fluorescence above about 89;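 also: glutathione beads carrying GST-tagged Bcl family fusion proteins plus one bare bead set; values are compound well signal with DMSO vehicle wells as background; inactives centre near 16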
ABCB1 block: inhibitors of human ABCB1 transporter, ABCG2 counter-screen. P08183. CCRF-Adr cells, JC-1 efflux, flow cytometry. inhibition, % at 6.6 µM. 190,000 tested, 0.067% active. AID 1326; in the data active = inhibition above about 40%;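 also: 0% = vehicle and 100% = reference inhibitor; higher value means more JC-1 retained so stronger ABCB1 efflux block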
Avidin bead fluor: avidin bead compound fluorescence profile; 220,000 tested, 0.38% active; fluorescence (KMESF) at 10 µM; Avidin beads, compound fluorescence 488/530 nm, flow cytometry; hits give high values; in the data active = fluorescence above about 47; also: inactives centre near 10
RGS4-Gao reg: modulates binding of RGS4 to human Galphao; binding response (% of control), % at 10 µM; P09471; AID 1415; Multiplexed bead flow cytometry; actives lie on both sides; 220,000 tested, 0.33% active; in the data active = binding response below about 49% or above about 150%; inactive = in between;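 also: fluorescent Galphao activated with aluminum fluoride binding bead-coupled RGS4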
Numbers without * were called inactive; ? = inconclusive; nt = not tested or not shown.

SMILES	Pf gamet viab	Mcl1 Bid PPI	RGS7-Gao	Bim-Mcl-1	RGS8-Gao	Mcl1 Noxa PPI	ABCG2 inh	GSH bead fluor	ABCB1 block	Avidin bead fluor	RGS4-Gao reg
O=C(Cn1c(SCC(=O)NC2CCCC2)nnc1-c1ccncc1)Nc1ccc2c(c1)OCO2	15	3	100	-2	103	9	2	16	0.2	6	104
O=C(NNC(=S)Nc1ccccc1)c1cccc(Br)c1	nt	-59	111	-1	127	-81	0	33	-0.5	2	114
CC(C)n1c(N2CCN(CC(=O)Nc3ccc4c(c3)OCCO4)CC2)nc2ccccc21	-11	-48	92	-2	96	13	7	11	3.0	24	91
COc1ccc(OCc2n[nH]c(=S)n2N)cc1	-5	-40	125	-17	83	3	-3	10	-1.4	8	94
CC1(c2ccccc2)CC(c2ccccc2)=Nc2ccccc2N1 (centres undefined)	nt	5	?	nt	93	-8	nt	nt	nt	5	90
CCC(C)(C)NC(=O)C(c1ccc(OC)cc1)N(CC1CCCO1)C(=O)CCC(=O)Nc1cc(C)on1 (centres undefined)	nt	-6	99	0	99	-5	2	14	0.1	6	99
COc1ccc(CC(=O)O/N=C(\N)c2cccc([N+](=O)[O-])c2)cc1	6	-12	101	-8	105	-8	2	18	0.0	12	104
COc1ccc2cc(C(C)c3nc4ccccc4c(=O)n3N)ccc2c1 (centres undefined)	-2	-8	93	-3	99	5	7	23	3.9	11	96
CC(c1ccco1)N(C(=O)C12CC3CC(CC(C3)C1)C2)c1ccccn1 (centres undefined)	7	-9	101	-2	102	25	5	44	1.1	13	98
c1ccc(-c2nnc(CN3CCC4(CC3)OCCO4)o2)cc1	17	-9	101	0	101	-6	3	29	0.9	25	102
CCOc1ccc(/C=N/OCC(=O)Nc2ccc(OCc3ccccc3)cc2)cc1OC	9	-13	102	-1	102	8	8	11	0.4	10	103
CCOc1ccc(-c2onc(C(F)(F)F)c2-c2cscn2)c(O)c1	nt	-15	105	0	102	11	-1	12	0.1	11	101
NC(=O)CC[C@H](NC(=O)c1ccc(F)cc1)C(=O)OCC(=O)NCc1ccc(F)cc1	2	-24	?	0	101	6	5	14	1.2	10	102
CCCCOc1ncnc2c1[nH]c1ccc(OCC)cc12	nt	-16	104	2	101	-2	0	17	0.1	29	102
NC(=O)c1ncc(C(F)(F)F)cc1Oc1cccnc1	-4	-4	99	-1	104	30	4	12	0.2	25	101
CNCc1ccccc1Sc1ccc(O)c(O)c1	-13	-59	93	6	96	37	10	4	1.0	2	96
CCOc1ccc(C(=O)NC(C(=O)NCC2CCCO2)C(C)C)cc1 (centres undefined)	-8	-11	?	nt	97	-3	nt	nt	nt	8	95
CCOC(=O)c1ccc(COC(=O)c2nonc2N)cc1	nt	13	100	0	102	3	nt	16	nt	5	101
Cc1noc(C)c1C(=O)N1CCCC(C(=O)c2ccc(Cl)cc2)C1 (centres undefined)	-16	4	96	-2	98	5	2	14	0.9	7	99
CC(=NCCN1CCN(C(=S)Nc2ccccc2)CC1)C1=C(O)CC(C)(C)CC1=O	nt	-72	96	-2	101	-18	11	23	1.6	9	97
O=c1[nH]c(CSc2nnc(-c3ccncc3)n2Cc2ccco2)nc2ccccc12	nt	-13	87	-1	93	10	4	14	0.4	34	89
Cc1cc(C)nc(NC(=O)/C=C/c2ccccc2Cl)c1	-11	7	99	-7	100	-2	2	11	-0.3	11	100
O=c1[nH][nH]c(C(F)(F)F)c1C=Nc1cccc(Cl)c1	-29	0	105	-3	101	8	3	20	0.7	7	103
O=C(CC1CCCCC1)NCc1ccco1	11	-14	102	1	104	-2	0	10	0.1	11	102
CCOc1cc(CNCc2ccc(C(=O)O)cc2)ccc1OC	9	-3	93	-1	96	12	-1	20	-0.2	8	97

Single entries from the list:
O=C(CC1CCCCC1)NCc1ccco1 in RGS4-Gao reg: 102
CCOc1ccc(/C=N/OCC(=O)Nc2ccc(OCc3ccccc3)cc2)cc1OC in Avidin bead fluor: 10
CCOc1cc(CNCc2ccc(C(=O)O)cc2)ccc1OC in Pf gamet viab: 9
NC(=O)c1ncc(C(F)(F)F)cc1Oc1cccnc1 in Pf gamet viab: -4
CC(C)n1c(N2CCN(CC(=O)Nc3ccc4c(c3)OCCO4)CC2)nc2ccccc21 in ABCG2 inh: 7
COc1ccc(CC(=O)O/N=C(\N)c2cccc([N+](=O)[O-])c2)cc1 in ABCB1 block: 0.0

Following part:
SMILES	Pf gamet viab	Mcl1 Bid PPI	RGS7-Gao	Bim-Mcl-1	RGS8-Gao	Mcl1 Noxa PPI	ABCG2 inh	GSH bead fluor	ABCB1 block	Avidin bead fluor	RGS4-Gao reg
CC(=O)N1CCN(CC(=O)Nc2ccccc2Sc2ccc(Cl)cc2)CC1	-4	2	102	-4	99	13	6	10	2.5	4	100
O=C(CCNS(=O)(=O)c1ccc(Cl)cc1)NCc1cccnc1	nt	-13	105	-6	100	6	1	12	0.2	20	99
CC(=O)Nc1ccc(NC(=O)COC(=O)c2cnccn2)cc1	-22	-31	99	0	104	39	2	15	0.6	11	97
CC(=O)c1cccc(NC(=O)N2CCCC2C(=O)Nc2cccc(C)c2)c1 (centres undefined)	-2	-12	100	0	99	-8	1	47	0.1	7	97
CCn1c(SCC(=O)C(C)(C)C)nnc1-c1ccccc1OC	2	-17	99	-4	101	4	3	24	0.6	7	99
O=C(Nc1nnc(-c2ccncc2)o1)c1ccccc1	14	-29	?	23	98	7	11	10	1.4	9	98
O=C(Nc1ccccn1)NC1CCS(=O)(=O)C1 (centres undefined)	25	-31	82	-1	80	1	0	16	-0.3	9	76
Cc1ccc(O)c(C(=O)c2cnc3c(c2)CN(C)C(=O)N3)c1	nt	-15	107	0	103	15	4	50	-0.3	7	101
CC(C)CNC(=O)c1cc(-c2ccco2)on1	nt	-24	99	0	97	-6	0	53	-0.1	6	99
O=C(NCc1ccccc1)C1CCN(S(=O)(=O)c2cc([N+](=O)[O-])ccc2Cl)CC1	16	-1	99	-8	100	6	15	8	0.9	8	102
O=C(NCc1ccc(N2CCCC2=O)cc1)c1cnccn1	nt	-8	100	9	96	8	-1	10	0.2	6	98
COc1ccc(OC)c(NC(=O)COC(=O)c2c3c(nc4ccccc24)CCCC3)c1	nt	-3	94	-2	90	9	14	10	3.7	4	96
O=C(Nc1ccccc1N1CCN(C(=O)c2ccc(Cl)cc2)CC1)c1cc(Br)ccc1Cl	nt	2	101	0	101	10	2	62	2.4	14	101
CCOC(=O)N1CCN(C(=O)C2CCN(S(C)(=O)=O)CC2)CC1	-14	-27	97	-4	99	2	5	24	0.5	13	95
c1coc(-c2nc3ccccc3nc2-c2ccco2)c1	nt	-39	103	9	107	85*	-1	58	-0.6	3	101
CCCCC1=CC2=CC(=O)C(C)(OC(=O)CC)C(=O)C2=CN1c1ccccc1 (centres undefined)	nt	-84	?	nt	103	-1	nt	nt	nt	9	102
COc1ccc(-c2cn3c4c(sc3n2)CCCC4)cc1	-4	0	104	-1	101	13	1	44	0.3	5	104
CCCCCn1c(=O)[nH]c2cc(C(=O)NCCCN3CCCCC3)ccc2c1=O	nt	2	101	-1	103	16	1	25	0.0	37	102
CCCC(=O)Nc1nc2nc(-c3ccccc3)cc(=O)n2[nH]1	nt	-23	102	5	99	15	1	16	0.1	7	100
C=CCNC(=O)COC(=O)c1oc2ccccc2c1CSC1CCCCC1	-17	4	102	-3	101	-2	7	13	1.4	14	100
COc1ccc(NS(=O)(=O)c2ccc(NC(=O)c3ccc(CN4CCOCC4)cc3)cc2)cc1	8	-35	102	0	100	12	0	15	-0.1	10	100
CC(C)n1c(CN2CCN(Cc3ccccc3)CC2)nc2ccccc21	10	9	?	nt	101	25	nt	nt	nt	7	102
Cc1nc2ccccc2n1/N=C/c1cccnc1	16	-26	98	0	105	-3	2	10	0.4	20	93
CCOc1ccccc1OCC(=O)Nc1nc2ccccc2[nH]1	-6	-2	107	0	102	-1	1	11	-0.2	24	102
CC(C)CCNC(=O)c1ccc(CS(=O)(=O)Cc2ccccc2F)o1	9	-26	108	-2	100	6	3	19	0.8	6	104
COc1ccc(F)cc1S(=O)(=O)N1CCCN(S(=O)(=O)c2cc(F)ccc2OC)CC1	nt	10	102	-2	101	11	1	29	1.1	8	99
N/C(=N\OC(=O)COc1ccc(Br)cc1Cl)c1ccccn1	nt	-2	108	-6	109	4	4	7	0.1	10	103

Sorted by SMILES length (ascending): some entries from above.
SMILES	Pf gamet viab	Mcl1 Bid PPI	RGS7-Gao	Bim-Mcl-1	RGS8-Gao	Mcl1 Noxa PPI	ABCG2 inh	GSH bead fluor	ABCB1 block	Avidin bead fluor	RGS4-Gao reg
O=C(Nc1nnc(-c2ccncc2)o1)c1ccccc1	14	-29	?	23	98	7	11	10	1.4	9	98
CCCCCn1c(=O)[nH]c2cc(C(=O)NCCCN3CCCCC3)ccc2c1=O	nt	2	101	-1	103	16	1	25	0.0	37	102
COc1ccc(OC)c(NC(=O)COC(=O)c2c3c(nc4ccccc24)CCCC3)c1	nt	-3	94	-2	90	9	14	10	3.7	4	96
O=C(Nc1ccccc1N1CCN(C(=O)c2ccc(Cl)cc2)CC1)c1cc(Br)ccc1Cl	nt	2	101	0	101	10	2	62	2.4	14	101
O=C(NCc1ccccc1)C1CCN(S(=O)(=O)c2cc([N+](=O)[O-])ccc2Cl)CC1	16	-1	99	-8	100	6	15	8	0.9	8	102

Screens as filed in PubChem.
